Assay outcomes (PubChem BioAssay)
Vif inh – HIV Vif self-association inhibitors, primary screen, imaging, HEK293T, single point. AID 602346, 2012. 0.35% of 340,000 active. HEK293T cells, Vif self-association by quenched fluorescence, 24 h. inhibition, % at 7.49 µM; in the data active = inhibition above about 50%, passing the limit was not always enough; note: some results filed as inactive read as strong as hits
COUP-TFII inh – NR2F2 transcriptional activity inhibitors, primary screen, cell-based, luciferase reporter, HEK293T, luminescence; HEK293T NGFI-A luciferase reporter; 0.7% of 370,000 active; AID 686940, 2013; inhibition, % at 8.6 µM; COUP transcription factor 2 (Homo sapiens), P24468;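 active = inhibition above a per-plate cutoff, mean inhibition of test wells between control levels plus 3 SD, cut at about 38% in these data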;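 note: cells cotransfected with COUP-TFII expression vector driving the NGFI-A reporter; 0% = median of COUP-TF2 test wells and 100% = reporter-only cells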
NCOA2 inhibitor – inhibition of GAL4-SRC2 driven luciferase reporter, primary screen, SRC2 inhibitor project, cell-based, luminescence | Nuclear receptor coactivator 2 (Homo sapiens), Q15596 | HEK293 GAL4-SRC2 luciferase reporter | inhibition, % at 9 µM | 0.17% of 370,000 active;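 active = inhibition above the mean inhibition of all tested compounds plus 3 SD, set per campaign, cut at about 52% in these data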;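 note: 0% = DMSO treated cells and 100% = cells given Gossypol at 36 µM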
TLR9-MyD88 block – inhibitors of TLR9-MyD88 association in cells, primary screen, cell-based, CHO, BLA complementation, fluorescence | Toll-like receptor 9 (Homo sapiens) + Myeloid differentiation primary response protein … | CCF4 FRET ratio | inhibition, % at 4.98 µM | 0.21% of 340,000 active | AID 504734, 2011;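 active = inhibition above the mean over all tested compounds plus 3 SD, cut at about 21% in these data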;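 note: 0% = DMSO only wells and 100% = clavulanate BLA inhibitor control wells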
SRC1 inh – SRC1 coactivator transcriptional activity inhibitors, primary screen, cell-based, luminescence; Nuclear receptor coactivator 1 (Homo sapiens), Q15788; HEK293 GAL4-SRC1 luciferase reporter; inhibition, % at 3.6 µM; 0.12% of 360,000 active; AID 588354, 2011;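 active = inhibition above the campaign mean plus 3 SD, with each screening campaign given its own cutoff, cut at about 60% in these data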;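 note: 0% = DMSO treated cells and 100% = gossypol at 36 µM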
C8 TRAIL sens – viability loss with TRAIL in NB7+C8 cells, primary screen, TRAIL sensitizer project, cell-based, ATPlite luminescence; inhibition (viability loss, TRAIL sensitization), % at 10 µM; AID 624354, 2012; 1% of 360,000 active;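 active = compounds causing at least 50% loss of cell viability in the single-dose screen, relative to plate controls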
TROY NFkB inh – inhibitors of TROY-driven NF-kB signaling, primary screen, Q293 LMP1-TROYcd cells, NF-kB luciferase, uHTS. Q293 LMP1-TROYcd NF-kB luciferase reporter, 4 h. inhibition, % at 10 µM. 0.98% of 360,000 active. AID 1347056, 2019;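 active = compounds whose plate-normalised and pattern-corrected inhibition of the luciferase reporter signal at the single screening dose is 50% or more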
EBV LMP1 NFkB – EBV LMP1-driven NF-kappaB luciferase reporter inhibitors, primary screen, cell-based, luminescence, single point | 0.69% of 350,000 active | AID 504558, 2011 | inhibition, % at 12.5 µM | LMP1-induced NF-kappaB luciferase reporter cells; in the data active = inhibition above about 41%;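 note: 0% = neutral control wells and 100% = reference inhibitor control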
NR5A2 inv ag – LRH-1 (NR5A2) inverse agonists, primary screen, cell-based, luminescence, HEK293T, StAR-luciferase reporter; 0.13% of 360,000 active; inhibition, % at 3.6 µM; Nuclear receptor subfamily 5 group A member 2 (Homo sapiens), O00482; LRH-1 transfected, 24 h;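 active = inhibition above the mean inhibition of all tested compounds plus 3 SD, cut at about 73% in these data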;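 note: 0% = DMSO wells and 100% = reporter-only cells lacking LRH-1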
Target sequence (O00482 whole entry, looked up): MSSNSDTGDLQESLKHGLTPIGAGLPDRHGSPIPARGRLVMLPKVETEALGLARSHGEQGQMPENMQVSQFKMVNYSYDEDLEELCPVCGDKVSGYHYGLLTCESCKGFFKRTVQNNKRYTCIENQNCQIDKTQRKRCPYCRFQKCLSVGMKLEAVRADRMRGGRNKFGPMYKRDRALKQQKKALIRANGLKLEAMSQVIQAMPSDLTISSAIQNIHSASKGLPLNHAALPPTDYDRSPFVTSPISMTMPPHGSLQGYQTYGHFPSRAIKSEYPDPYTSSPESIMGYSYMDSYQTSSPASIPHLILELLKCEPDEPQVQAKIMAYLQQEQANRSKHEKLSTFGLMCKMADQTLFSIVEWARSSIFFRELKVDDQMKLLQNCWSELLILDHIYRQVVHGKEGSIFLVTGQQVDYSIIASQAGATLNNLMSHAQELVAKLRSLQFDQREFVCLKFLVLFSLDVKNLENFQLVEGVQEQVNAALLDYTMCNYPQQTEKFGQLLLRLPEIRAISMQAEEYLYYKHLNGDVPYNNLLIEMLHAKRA
SRC3 inh – SRC3 coactivator transcriptional activity inhibitors, primary screen, cell-based, luminescence. HEK293 GAL4-SRC3 luciferase reporter. inhibition, % at 3.6 µM. 0.17% of 360,000 active;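 active = inhibition above a per-campaign cutoff, the mean of all compounds plus 3 SD, cut at about 60% in these data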;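 note: 0% = DMSO-treated cells and 100% = gossypol-treated cells at 36 µM; higher means less SRC3-driven luciferase light from the GAL4 reporter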
NOD2 RIPK2 PPI – NOD2-RIPK2 binding disruptors in cells, primary screen, fluorescence, CHO cells, BLA complementation | inhibition, % at 4.98 µM | CCF4 ratio | Receptor-interacting serine/threonine-protein kinase 2 (Homo sapiens), O43353 | 0.38% of 360,000 active; in the data active = inhibition above about 21%;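 note: 0% = vehicle only and 100% = reference blocker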
Target sequence (O43353 whole entry, looked up): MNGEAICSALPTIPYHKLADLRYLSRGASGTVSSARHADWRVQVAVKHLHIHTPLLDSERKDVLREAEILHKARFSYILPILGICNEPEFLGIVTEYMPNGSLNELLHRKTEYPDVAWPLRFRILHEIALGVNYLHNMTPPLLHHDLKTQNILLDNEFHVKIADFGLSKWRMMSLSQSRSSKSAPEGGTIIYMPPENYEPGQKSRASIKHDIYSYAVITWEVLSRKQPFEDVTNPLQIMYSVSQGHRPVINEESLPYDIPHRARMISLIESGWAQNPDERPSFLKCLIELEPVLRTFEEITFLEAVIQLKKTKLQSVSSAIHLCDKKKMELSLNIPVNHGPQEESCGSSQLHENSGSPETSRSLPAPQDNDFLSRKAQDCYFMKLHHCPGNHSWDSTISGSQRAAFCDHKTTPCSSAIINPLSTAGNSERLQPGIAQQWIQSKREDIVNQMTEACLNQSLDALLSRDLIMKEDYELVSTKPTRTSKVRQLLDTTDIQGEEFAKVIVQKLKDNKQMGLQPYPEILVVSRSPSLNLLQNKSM
Numbers without * were called inactive; & = joins results of further samples. The list is partial (hit frequency here may not be typical).

`O=[N+]([O-])c1ccccc1SNc1ccccc1` gave COUP-TFII inh -12.7, NCOA2 inhibitor -28.8, TLR9-MyD88 block -1.0, SRC1 inh -11.5, C8 TRAIL sens 10.9, TROY NFkB inh -0.2, EBV LMP1 NFkB -1.7, NR5A2 inv ag -9.6, SRC3 inh -5.0 and NOD2 RIPK2 PPI 3.2.
`CN(C)C(=S)Nc1cccc(-c2n[nH]c(=S)o2)c1` gave Vif inh 4.4, COUP-TFII inh -8.5, NCOA2 inhibitor -11.6, TLR9-MyD88 block 6.2, SRC1 inh -6.2, C8 TRAIL sens -7.2, TROY NFkB inh -1.2, EBV LMP1 NFkB -6.7, NR5A2 inv ag -17.5, SRC3 inh 0.7 and NOD2 RIPK2 PPI 3.4.
For CC(C)(C)NC(=O)c1ccc2c(c1)C(=O)N(Cc1ccco1)C2=O the results were Vif inh 12.3, COUP-TFII inh 16.3, NCOA2 inhibitor 1.3, TLR9-MyD88 block 3.7, SRC1 inh 7.0, C8 TRAIL sens -29.0, TROY NFkB inh -13.5, EBV LMP1 NFkB -1.1, NR5A2 inv ag -8.5, SRC3 inh 1.2 and NOD2 RIPK2 PPI -5.8.
For C/C(=N/NS(=O)(=O)c1ccc(C)cc1)c1c(O)c2ccccc2oc1=O the results were Vif inh -6.9, COUP-TFII inh -18.2, NCOA2 inhibitor -4.7, TLR9-MyD88 block -0.4, SRC1 inh 9.2, C8 TRAIL sens -6.9, TROY NFkB inh 6.3, EBV LMP1 NFkB 0.8, NR5A2 inv ag -9.0, SRC3 inh 5.3 and NOD2 RIPK2 PPI 2.5.
Screening CCCCc1ccc(NC(=O)C2CCCC2)cc1 returned Vif inh 19.1, COUP-TFII inh -64.5, NCOA2 inhibitor -67.8, TLR9-MyD88 block 1.1, SRC1 inh -53.8, C8 TRAIL sens -11.0, TROY NFkB inh -70.5, EBV LMP1 NFkB -37.9, NR5A2 inv ag -128.3, SRC3 inh -48.4 and NOD2 RIPK2 PPI -12.1.
For COC(=O)c1c(C)oc(C)c1S(=O)(=O)N(C)C1CCCCC1 the results were Vif inh -12.5, COUP-TFII inh -1.4, NCOA2 inhibitor -13.2, SRC1 inh 4.1, C8 TRAIL sens 1.8, TROY NFkB inh -21.8, NR5A2 inv ag 11.0, SRC3 inh 12.4 and NOD2 RIPK2 PPI -9.9.
`CC(C)c1ccc(N(CC(=O)NC2CCCCC2)C(=O)CCC(=O)Nc2ccccn2)cc1` gave Vif inh 1.7, COUP-TFII inh -0.3, NCOA2 inhibitor -17.4, TLR9-MyD88 block 3.2, SRC1 inh 11.8, C8 TRAIL sens -5.4, TROY NFkB inh -3.7, EBV LMP1 NFkB 3.7, NR5A2 inv ag -9.4, SRC3 inh -18.4 and NOD2 RIPK2 PPI -9.1.
CC1CC(C)(C)NC(=S)N1CCC(=O)NCCc1ccc(Cl)cc1 (centres undefined) was read as Vif inh 4.7, COUP-TFII inh 6.8, NCOA2 inhibitor -15.6, TLR9-MyD88 block -7.2, SRC1 inh -0.2, C8 TRAIL sens -9.1, TROY NFkB inh -16.2, EBV LMP1 NFkB -0.5, NR5A2 inv ag 22.4, SRC3 inh 7.7 and NOD2 RIPK2 PPI -11.8.
Screening COc1nc(OC)nc(Oc2ccc(Cl)cc2[N+](=O)[O-])n1 returned Vif inh 15.9, COUP-TFII inh -4.8, NCOA2 inhibitor -5.4, TLR9-MyD88 block 3.5, SRC1 inh -21.7, C8 TRAIL sens -8.8, TROY NFkB inh 10.8, EBV LMP1 NFkB -4.8, NR5A2 inv ag 7.6, SRC3 inh 12.9 and NOD2 RIPK2 PPI 12.3.
`COc1ccc(CN(CCC(c2ccc(F)cc2)C2CCOC(C)(C)C2)C(=O)c2ccco2)cc1` (centres undefined) gave Vif inh -10.0&2.6, COUP-TFII inh 22.4, NCOA2 inhibitor 8.6, TLR9-MyD88 block -5.0, SRC1 inh -1.7, C8 TRAIL sens 24.5, TROY NFkB inh 10.6, EBV LMP1 NFkB -9.5, NR5A2 inv ag -2.5, SRC3 inh 16.5 and NOD2 RIPK2 PPI -4.2.
CCOc1ccccc1CNCc1ccc(C(=O)O)cc1 was read as Vif inh -4.8, COUP-TFII inh -4.0, NCOA2 inhibitor -27.8, TLR9-MyD88 block 7.7, SRC1 inh -1.4, C8 TRAIL sens 5.3, TROY NFkB inh -13.5, EBV LMP1 NFkB -4.9, NR5A2 inv ag 6.4, SRC3 inh 4.7 and NOD2 RIPK2 PPI 7.1.
Screening Nc1nc(Sc2ccc(C(F)(F)F)cn2)n[nH]1 returned Vif inh 0.1, COUP-TFII inh 5.5, NCOA2 inhibitor 6.5, TLR9-MyD88 block -1.0, SRC1 inh 6.2, C8 TRAIL sens 0.4, TROY NFkB inh 7.9, EBV LMP1 NFkB -1.2, NR5A2 inv ag 15.0, SRC3 inh 15.2 and NOD2 RIPK2 PPI -1.1.
For CCn1c(=O)cc(OCC(=O)Nc2cc(C)ccn2)c2ccccc21 the results were Vif inh 2.9, COUP-TFII inh -12.5, NCOA2 inhibitor -3.7, TLR9-MyD88 block -11.1, SRC1 inh 10.4, C8 TRAIL sens -6.1, TROY NFkB inh -18.1, EBV LMP1 NFkB 2.8, NR5A2 inv ag -16.7, SRC3 inh 10.6 and NOD2 RIPK2 PPI -4.1.
C=CCN1C(=O)c2ccccc2Sc2ccc(C(=O)N3CCN(C)CC3)cc21 was read as Vif inh 2.9, COUP-TFII inh 7.9, NCOA2 inhibitor 6.3, TLR9-MyD88 block 11.2, SRC1 inh -19.8, C8 TRAIL sens -1.2, TROY NFkB inh 23.0, EBV LMP1 NFkB -2.0, NR5A2 inv ag 11.9, SRC3 inh -1.2 and NOD2 RIPK2 PPI -14.8.
Screening CC1CCN(C(=O)CSCC(=O)Nc2nc(-c3cccs3)cs2)CC1 returned Vif inh -8.5, COUP-TFII inh 1.7, NCOA2 inhibitor -17.1, TLR9-MyD88 block 9.0, SRC1 inh -16.1, C8 TRAIL sens -6.4, TROY NFkB inh 15.8, EBV LMP1 NFkB -4.9, NR5A2 inv ag -22.9, SRC3 inh -26.9 and NOD2 RIPK2 PPI 0.1.
Oc1ccc2ccccc2c1CNc1ccc(Br)cn1 was read as Vif inh -2.5, COUP-TFII inh -4.5, NCOA2 inhibitor -15.3, TLR9-MyD88 block -0.5, SRC1 inh 0.0, C8 TRAIL sens -11.5, TROY NFkB inh 1.9, EBV LMP1 NFkB 1.6, NR5A2 inv ag -4.8, SRC3 inh -15.9 and NOD2 RIPK2 PPI 4.2.
For O=C1CN(C(=O)c2cc3ccccc3oc2=O)C(c2ccccc2)c2cc(F)ccc2N1 (centres undefined) the results were Vif inh 3.6, COUP-TFII inh 5.0, NCOA2 inhibitor -2.7, TLR9-MyD88 block 4.6, SRC1 inh 9.8, C8 TRAIL sens 16.1, TROY NFkB inh -7.5, EBV LMP1 NFkB -17.3, NR5A2 inv ag -16.6, SRC3 inh -4.1 and NOD2 RIPK2 PPI -2.1.
Screening CC(=O)/C(=N\Nc1ccccc1)Sc1nnc(-c2ccccc2)n1-c1ccccc1 returned Vif inh -2.3, COUP-TFII inh 1.4, NCOA2 inhibitor 0.8, TLR9-MyD88 block 2.3, SRC1 inh 2.8, C8 TRAIL sens 9.1, TROY NFkB inh -2.5, EBV LMP1 NFkB 4.6, NR5A2 inv ag -17.5, SRC3 inh 5.4 and NOD2 RIPK2 PPI -2.3.
For CCOc1ccc(-c2nnc(NC(=O)C3CCCC3)o2)cc1 the results were Vif inh 11.2, COUP-TFII inh 0.7, NCOA2 inhibitor -23.3, TLR9-MyD88 block 5.9, SRC1 inh -34.6, C8 TRAIL sens 3.8, TROY NFkB inh 28.2, EBV LMP1 NFkB -6.2, NR5A2 inv ag -29.5, SRC3 inh -27.1 and NOD2 RIPK2 PPI -8.5.
`CCOc1ccc(-n2c(SCc3ccc([N+](=O)[O-])cc3)nnc2-c2ccc(OC)cc2)cc1` gave Vif inh 0.3, COUP-TFII inh 11.0, NCOA2 inhibitor 6.4, TLR9-MyD88 block -6.6, SRC1 inh 10.6, C8 TRAIL sens -18.4, TROY NFkB inh 3.0, EBV LMP1 NFkB 1.0, NR5A2 inv ag -4.0, SRC3 inh -9.9 and NOD2 RIPK2 PPI 3.1.
For Cc1ccsc1/C=C/c1ccc2cccc(O)c2n1 the results were Vif inh -3.0, COUP-TFII inh -33.8, NCOA2 inhibitor -62.0, TLR9-MyD88 block -0.8, SRC1 inh -107.4, C8 TRAIL sens 8.5, TROY NFkB inh -54.9, EBV LMP1 NFkB -16.7, NR5A2 inv ag -89.4, SRC3 inh -117.6 and NOD2 RIPK2 PPI -0.7.
Screening OCc1nc2ccccc2n1CCCc1ccccc1 returned COUP-TFII inh -8.2, NCOA2 inhibitor -4.5, TLR9-MyD88 block -14.5, SRC1 inh -0.5, C8 TRAIL sens -2.2, TROY NFkB inh 0.5, EBV LMP1 NFkB 8.2, NR5A2 inv ag -14.0, SRC3 inh 3.5 and NOD2 RIPK2 PPI -6.9.
Cc1cccc(C)c1NC(=S)N(CCCN1CCN(C)CC1)Cc1cccs1 was read as Vif inh 8.1, COUP-TFII inh -3.9, NCOA2 inhibitor -5.8, TLR9-MyD88 block -5.3, SRC1 inh -13.4, C8 TRAIL sens -2.1, TROY NFkB inh 10.0, EBV LMP1 NFkB 2.6, NR5A2 inv ag -1.6, SRC3 inh 1.2 and NOD2 RIPK2 PPI 1.1.
`O=C(CCNC(=O)c1ccc([N+](=O)[O-])cc1)Nc1cc(Cl)ccc1N1CCOCC1` gave Vif inh -4.0, COUP-TFII inh -7.0, NCOA2 inhibitor -14.1, TLR9-MyD88 block -1.5, SRC1 inh -1.8, C8 TRAIL sens -0.8, TROY NFkB inh 9.6, EBV LMP1 NFkB -1.2, NR5A2 inv ag 12.5, SRC3 inh 24.7 and NOD2 RIPK2 PPI 2.7.
Cc1ccc(NC(=O)CSc2nc(CSc3ccc(C)cc3)cc(=O)[nH]2)cc1 was read as Vif inh 1.2, COUP-TFII inh -7.3, NCOA2 inhibitor -1.8, TLR9-MyD88 block -9.3, SRC1 inh 7.0, C8 TRAIL sens 16.9, TROY NFkB inh 8.7, EBV LMP1 NFkB 0.2, NR5A2 inv ag 0.0, SRC3 inh 15.8 and NOD2 RIPK2 PPI 0.8.
CCOC(=O)N1CCN(C(c2cccc(OC)c2)c2sc3nc(C)nn3c2O)CC1 (centres undefined) was read as Vif inh -4.4, COUP-TFII inh 5.3, NCOA2 inhibitor -18.9, TLR9-MyD88 block 6.8, SRC1 inh -2.0, C8 TRAIL sens 3.0, TROY NFkB inh 23.1, EBV LMP1 NFkB -6.1, NR5A2 inv ag 9.4, SRC3 inh -2.6 and NOD2 RIPK2 PPI -6.6.
